TDP-43 yeast inh = TDP-43 toxicity inhibition in yeast | Potency, µM (highest dose often 46.1 µM), for the others: at the top dose growth rescue (activation), actives largely listed as activators | 410,000 compounds, 1.8% hits | TDP-43 expressing yeast growth rescue, BacTiter-Glo, 24 h; also: potency is read from the fitted curve at half-maximal effect; % of control where 0% means no effect; nearly all actives have a fitted effect of over 50% in size
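Readout is BacTiter-Glo luminescence of cell growth, so inhibitors register as activators. TDP-43-expressing yeast at OD600=0.02 in galactose medium, after raffinose pregrowth to mid-log, were incubated with compound for 24 hr at 30 deg C.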
aSyn rescue = rescues yeast growth from alpha-synuclein toxicity. 370,000 compounds, 0.14% hits. AID 652106. Potency, µM (doses to about 46.1 µM), inactives show at the highest dose growth rescue (activation), usual class: activators. Yeast expressing alpha-synuclein, growth rescue, BacTiter-Glo, 24 h; also: potency is read from the fitted curve at half-maximal effect; % of control where 0% means no effect; nearly all actives have a fitted effect of over 65% in size
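Screening used galactose-induced yeast with toxic alpha-synuclein levels, exposed to compound for 24 hr at 30 deg C. Cell growth, read with BacTiter-Glo luminescence, gave the measured signal.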
GLP-1R inv ag = acts as inverse agonist at human GLP-1 receptor. HEK293 GLP-1R CRE-luciferase, luminescence, 24 h; GLP-1R form is constitutively active. Potency, µM (titrated, usually from 38.3 µM), without a hit: top-dose activity change, negative = inhibition, usual class: inhibitors. 410,000 compounds, 1.6% hits. AID 624417; also: potency is read from the fitted curve at half-maximal effect; % is scaled to controls: 0 for no effect and ±100 for the full control effect; nearly all actives have a fitted effect of over 55% in size
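HEK293 cells stably co-expressing a cAMP-responsive luciferase reporter and constitutively active GLP-1R were seeded, incubated 12 h, then exposed to compounds for 24 h at 37 C. Luminescence was read 12 min after detection reagent; inverse agonists lower signal.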
PTHR1 ag = activates the human parathyroid hormone receptor PTHR1; Q03431; HEK293 GP2 PTHR1 cells, GloSensor cAMP luminescence, 1 h; Potency, µM (doses to about 115 µM), for inactives: at the highest dose activation, usual class: activators; 410,000 compounds, 0.075% hits; AID 743266; also: potency is read from the fitted curve at half-maximal effect; nearly all actives have a fitted effect of over 55% in size; some results filed as inactive show a strong effect at the top dose; inactives centre near -15; many of its hits are not listed in these tables
Target sequence (Q03431 whole entry, looked up): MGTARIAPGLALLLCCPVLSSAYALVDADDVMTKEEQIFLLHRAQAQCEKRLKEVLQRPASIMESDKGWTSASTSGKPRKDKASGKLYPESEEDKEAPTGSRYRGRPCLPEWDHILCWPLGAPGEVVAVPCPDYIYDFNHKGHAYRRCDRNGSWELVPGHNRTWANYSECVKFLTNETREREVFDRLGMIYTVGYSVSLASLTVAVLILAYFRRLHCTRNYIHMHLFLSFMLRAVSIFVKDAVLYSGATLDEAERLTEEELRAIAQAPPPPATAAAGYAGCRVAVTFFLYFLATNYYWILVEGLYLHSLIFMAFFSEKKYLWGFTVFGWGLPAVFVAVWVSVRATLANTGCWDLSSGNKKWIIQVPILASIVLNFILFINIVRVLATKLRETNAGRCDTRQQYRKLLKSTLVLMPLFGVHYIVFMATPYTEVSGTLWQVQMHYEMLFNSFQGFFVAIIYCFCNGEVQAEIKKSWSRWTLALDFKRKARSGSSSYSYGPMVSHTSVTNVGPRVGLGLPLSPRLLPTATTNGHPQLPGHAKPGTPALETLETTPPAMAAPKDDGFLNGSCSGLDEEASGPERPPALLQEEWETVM
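HEK-293-derived GP2 cells expressing PTHR1 and a GloSensor cAMP reporter, 3,000/well, plated overnight, given luciferin plus IBMX (each 0.5 mM as added) for 1 h at 37 °C, then compound for 1 h at 37 °C. Luminescence was read after 15 min at room temperature.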
DRD3 agonist = activates the human D3 dopamine receptor. P35462. D3R DiscoveRx beta-arrestin cells, luminescence, 90 min. max activation, %. 410,000 compounds, 0.58% hits. AID 652048; in the data active = max activation above about 30%; also: 0% is about no effect; mostly tested at two doses, the higher about 12 µM
Target sequence (P35462 whole entry, looked up): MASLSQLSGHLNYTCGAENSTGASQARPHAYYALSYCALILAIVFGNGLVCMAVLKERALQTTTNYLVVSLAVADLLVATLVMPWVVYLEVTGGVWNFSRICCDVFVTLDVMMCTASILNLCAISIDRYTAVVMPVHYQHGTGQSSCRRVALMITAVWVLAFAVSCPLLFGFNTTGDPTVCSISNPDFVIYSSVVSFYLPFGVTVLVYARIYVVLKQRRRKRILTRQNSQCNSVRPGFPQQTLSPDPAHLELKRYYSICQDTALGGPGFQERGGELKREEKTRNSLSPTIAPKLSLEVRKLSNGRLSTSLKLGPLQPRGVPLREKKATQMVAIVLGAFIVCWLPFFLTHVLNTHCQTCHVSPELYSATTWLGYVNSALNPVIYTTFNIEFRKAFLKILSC
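Agonist mode: compounds and dopamine controls were applied to plated cells for 90 min at 37 degrees C after an overnight attachment at 1500 cells/well. Luminescent read-out followed 30 - 60 minutes at room temperature with DiscoveRx detection reagent.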
GLP1R ag = activates the human GLP-1 receptor; P43220; HEK293 GLP-1R CRE-luciferase, luminescence, 4-6 h; cells express a hypersensitive GLP-1R form; Potency, µM (doses to about 45.6 µM), without a hit: at the top dose activation, most hits filed as activators; 380,000 compounds, 0.007% hits; AID 624172; also: potency is read from the fitted curve at half-maximal effect; % of control where 0% means no effect
KB-V1 MDR tox = KB-V1 MDR subline cytotoxicity; KB-V1 MDR cells viability, CellTiter-Glo, 72 h; Potency, µM (doses to about 46.1 µM), without a hit: at the highest dose activity change, negative = cytotoxicity, actives largely listed as cytotoxic; 400,000 compounds, 3.4% hits; also: potency is read from the fitted curve at half-maximal effect; % is scaled to controls: 0 for no effect and ±100 for the full control effect; nearly all actives have a fitted effect of over 60% in size
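Cytotoxicity via CellTiter-Glo luminescence after 72 h compound exposure at 37 degrees C. Cells: drug-selected KB-V1 line, DMEM phenol-red free plus 10% FBS. Compounds tested at multiple concentrations; normalized data fitted to concentration-effect curves.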
DRD3 antagonist = antagonists of human D3 dopamine receptor; max response, negative = inhibition, %; D3R cells, DiscoveRx beta-arrestin luminescence, antagonist mode; active compounds read low; AID 652054; 360,000 compounds, 2.5% hits; P35462; in the data active = max response below about -50%; inconclusive = no clear call, values can overlap the other calls; also: % is scaled to controls: 0 for no effect and ±100 for the full control effect; mostly tested at two doses, the higher about 12 µM
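Cells plated overnight at 1500 cells/well, then exposed to library compounds with dopamine controls for 90 minutes at 37 degrees C. DiscoveRx reagent added for 30–60 minutes at room temperature; luminescence read, quantitative HTS format.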
HEK293 tox = cytotoxicity counter-screen for GLP-1 receptor inverse agonists; HEK293 cAMP-luciferase reporter cells, luminescence, 24 h; Potency, µM (doses to about 38.3 µM), inactives show at the highest dose activity change, negative = inhibition, actives largely listed as inhibitors; 410,000 compounds, 0.13% hits;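 also: loss of luciferase light is scored as toxicity; potency is read from the fitted curve at half-maximal effect; % is scaled to controls: 0 for no effect and ±100 for the full control effect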
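Quantitative HTS format, 1536 wells, 200 cells/uL seeded. Compounds: 23 nL, 24 h, 37 °C. Detection: luciferase reagent, luminescence at 12 min RT; decreased signal taken as cytotoxic.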
Starred values were filed as active, the others as inactive; i = inactive; ? = inconclusive; nt = not tested or not shown; & = joins results of further samples; ! = not active in a repeat; [ ] = dose if it differs, or a comment. Unless noted, calls follow the shape of the dose curve; as a rule, active = well fitted curve in the direction sought with a large enough effect; inconclusive = small, poorly fitted or top-dose-only effect, or another doubt; inactive = no such curve, though single readings can be large; an effect the other way counts as inactive or inconclusive. Only part of the results is shown (hit frequency here may not be typical).

SMILES | TDP-43 yeast inh | aSyn rescue | GLP-1R inv ag | PTHR1 ag | DRD3 agonist | GLP1R ag | KB-V1 MDR tox | DRD3 antagonist | HEK293 tox
CC1CCCCN1C(=O)N[C@@H](Cc1ccccc1)C(=O)O (stereo partly specified) | -21.9% | 0.2% | -21.0% | i | -4.2 | -8.7% | -2.8% | -23.6 | -12.1%
CCOc1ccc(Oc2ccc(NC(=O)[C@@H](NC(N)=O)[C@@H](C)CC)cc2)cc1 | -8.2% | -0.3% | 8.2% | -8.7% | 5.1 | -1.0% | ? | 9.0 | 4.4%
O=C(Nc1c(Cl)cc(Cl)cc1C(=O)NCc1cccnc1)c1ccc(Cl)cc1Cl | -5.7% | -9.3% | 5.5% | i | 3.0 | -11.0% | -13.7% | 0.0 | -3.8%
CCOc1cccc(CNCCSc2nnnn2C)c1 | -13.3% | -1.7% | 4.1%[7.66 µM] | i | -2.7 | -1.2% | ? | -26.6 | 24.1%[7.66 µM]
O=C(NCC1CCCO1)c1nnc(Cc2ccc(F)cc2)o1 (stereo unspecified) | ? | -10.6% | -9.5% | 0.5% | -0.8 | -2.0% | 28.3% | ? | 5.0%
NCC(O)(c1ccc(Cl)cc1)c1ccc(Cl)cc1 | 1.4% | 4.1% | ? | i | 4.0 | -2.2% | -4.4% | 1.8 | -11.4%
CC(C)Oc1ccc(CC(=O)NNC(=S)Nc2ccccc2)cc1 | 14.9% | 0.7% | 4.1% | -15.8% | 1.4 | -2.2% | ? | 0.5 | -15.4%
Cc1ccc(NC(=O)C(C)SCc2ccccc2)cc1 (stereo unspecified) | 28.8% | 6.6% | ? | -20.9% | -2.1 | 19.0% | 24.2% | -3.8 | 0.3%
COc1cc(/C=N\Nc2nc(-c3cccs3)c(NC(C)=O)s2)ccc1O | 3.3% | -8.4% | 0.6% | i | 3.7 | 19.1% | 4.2% | 8.1 | -7.2%
COc1cc(C(=O)Nc2ccc(S(=O)(=O)Nc3cnc4ccccc4n3)cc2)cc(OC)c1OC | 6.9% | -0.1% | 19.9% | -21.5% | -8.9 | 0.9% | 5.5% | -11.0 | -31.8%
O=C(Cn1nnc(-c2ccc(C(F)(F)F)cc2)n1)NCCc1ccccc1 | 4.0% | -7.8% | 8.5% | -8.8% | -5.7 | -2.1% | ? | nt | -1.4%
Cc1cccc(-n2c(C)nc3ccsc3c2=O)c1 | -12.0% | -5.4% | 20.2% | i | -1.8 | 15.2% | 7.7% | 0.1 | 4.6%
CCN(CC(=O)Nc1c(F)cccc1F)C(=O)Cc1cccs1 | -15.4% | 1.9% | 6.8% | i | 5.3 | 12.3% | 17.7% | 1.9 | -6.0%
CCOc1ccc(NC(=S)N(CCOC)C2CCN(C(C)C)CC2)cc1 | 16.3% | 1.5% | ? | i | -4.8 | 0.4% | 19.6% | -12.2 | -6.4%
Cc1cc(C=O)c(C)n1-c1ccc(Cl)c(C(=O)O)c1 | -6.0% | -5.4% | 7.8% | i | 10.2 | -1.2% | 4.8% | 1.9 | 1.8%
Cc1[nH]nc(N=CC2=C(O)CC(C)(C)CC2=O)c1-c1ccc(Cl)cc1 | 15.8µM*! | ? | ? | -8.5% | -6.4&-0.8 | 3.1%&-3.7% | 20.6µM*! | -4.6&29.9 | 12.0%&5.2%
COc1ccc(-n2nc3c(=O)[nH][nH]c3cc2=O)cc1 | -16.4%[0.397 µM] | -3.1% | -24.7% | i | -3.0 | -0.4% | -4.7% | -4.3 | ?
Cc1nn(-c2ccccc2)c2[nH]c(=O)c(CNc3ccc4c(c3)OCCO4)cc12 | -23.3% | 20.2% | -16.7% | -84.0%[inhibitor] | -0.4 | -1.0% | -0.7% | -25.1 | 27.5%
COCCCNc1oc(-c2ccccc2F)nc1C#N | 27.5% | -8.1% | 33.1%[activator] | i | 3.4 | 11.5% | -7.3% | 15.0 | 0.6%
CSc1nsc(/C=C/Nc2ccc(C(=O)O)cc2)c1C#N | 4.8% | 22.1% | 9.2% | i | -2.0 | -5.0% | -2.2% | -16.8 | 27.8%
Cc1ccccc1C(=O)c1c[nH]c(C(=O)N2CCN(c3ccccc3F)CC2)c1 | 25.1µM* | 9.9% | ? | -33.3%[inhibitor] | -3.7 | 5.2% | -28.6% | -2.1 | -8.4%
Cc1cc(N2CCN(c3ccccc3)CC2)nc(-c2ccccc2O)n1 | 17.8µM* | -1.9% | ? | i | -0.1 | -6.6% | -18.4% | 20.4 | 11.5%
CC1(C)CC2CC(C)(CN2C(=O)COC(=O)c2ccc(Cl)c(N)c2)C1 (stereo unspecified) | -21.9% | 0.3% | 0.0% | -26.7% | 21.5 | 10.7% | 23.2% | 7.1 | 7.6%
CCc1ccccc1OCC(=O)Nc1nnc(C2CC2)s1 | 11.0% | -12.8% | 10.4% | -31.6%[inhibitor] | -6.6 | -0.8% | -5.1% | -9.4 | -1.2%
COc1cccc(NC(=O)c2cnc[nH]2)c1 | 5.0% | -1.7% | 1.5% | -29.4% | -6.5 | 7.0% | 0.0% | -9.0 | 2.4%

Continued:
SMILES | TDP-43 yeast inh | aSyn rescue | GLP-1R inv ag | PTHR1 ag | DRD3 agonist | GLP1R ag | KB-V1 MDR tox | DRD3 antagonist | HEK293 tox
Cc1csc(=O)n1CC(=O)OC(C)C(=O)Nc1ccc(N(C)C)cc1 (stereo unspecified) | -20.9% | -3.9% | 6.6% | i | -9.8 | 6.6% | -8.8% | -12.4 | -5.7%
Cc1cccc(NC(=O)CSc2nnc(-c3ccco3)c(-c3ccco3)n2)c1C | 14.7% | 6.9% | 49.6%[activator] | -8.3% | 3.4 | 6.3% | 4.6% | 14.3 | -9.8%
O=C(CCSc1nnc(-c2ccncc2)o1)Nc1cccc2ccccc12 | 9.2% | 15.4% | 13.9% | -2.2%[57.5 µM] | -8.1 | 2.7% | 1.2% | -25.4 | 0.4%
O=C(CCCc1ccccc1)Nc1ccnn1C1CCN(Cc2ccccc2F)CC1 | -5.4% | 0.7% | ? | -18.2% | -2.3 | 5.1% | ? | -15.5 | -1.3%
COCCCNC(=S)N1CCCN(c2nc3c(C)c(C)ccc3cc2C#N)CC1 | -13.4% | -8.3% | -0.5% | i | 0.7 | 12.1% | -16.5% | -9.5 | -1.8%
O=C(Nc1ccccc1Cl)NC1(C(=O)NCc2cccnc2)CCCCC1 | -13.0% | -1.2% | -5.3% | i | -5.7 | 8.7% | 14.6% | -6.7 | 4.6%
N/C(=N\OC(=O)COc1ccc2ccccc2c1)c1cccnc1 | 29.8% | 5.3% | -9.0% | -28.1% | -4.6 | 18.7% | ? | 27.6 | 1.7%
CSc1ccc(/C=N/NC(=O)CN2CCN(Cc3ccc(Cl)cc3)CC2)cc1 | -4.4% | -0.5% | -31.7% | -21.1% | -9.8 | -0.2% | -11.0% | ? | 3.1%
CC1CCN(C(=O)c2ccccc2NS(=O)(=O)c2ccccc2)CC1 | -20.8% | -5.6% | -1.0% | 0.4% | -3.7 | 1.8% | ? | -19.7 | -6.8%
CCOC(=O)Nc1ccc(S(=O)(=O)N2CCC(C)CC2)cc1 | -14.1% | 4.6% | -1.0% | -0.5% | -5.1 | 0.0% | 20.6µM* | -6.9 | -0.7%
Cc1ccc(-n2c(SCC(=O)N3CCc4ccccc43)nc3c([nH]c4ccccc43)c2=O)cc1 | -3.2% | -9.6% | 4.7% | 7.3% | -7.8 | -2.8% | -6.2% | nt | 1.7%
O=CN1CCN(C(=O)c2ccccc2F)CC1 | -5.7% | -4.4% | 0.9% | i | 1.3 | -12.4% | 12.1% | 4.6 | 0.1%
CC(C)(C)N1C(=O)c2ccccc2NC(=O)C1C(=O)NCCc1ccccc1F (stereo unspecified) | 1.9% | 0.0% | 7.9% | i | 4.2 | nt | -15.9% | 7.5 | -2.8%
CN(c1ccccc1)S(=O)(=O)c1cccc(C(=O)NCC(=O)Nc2ccc(F)c(F)c2F)c1 | 12.8% | 5.9% | ? | -30.0%[inhibitor] | -2.9 | -6.1% | 3.4% | -1.4 | -10.4%
CSCC(=O)N1CCC(n2nccc2NC(=O)c2ccc3c(c2)OCO3)CC1 | 15.0% | 3.1% | 8.6% | i | 8.1 | 13.5% | 22.2% | 19.7 | -9.4%
Cc1ccc(CC(=O)Nc2nnc(-c3ccc(F)cc3)o2)c(C)c1 | -1.6% | -6.4% | -18.9% | -30.2%[inhibitor] | -5.2 | -4.6% | -5.1% | -16.2 | -6.9%
Cn1c(NC(=O)CCC2CCCCC2)cc(=O)n(C)c1=O | ? | 5.2% | -26.8% | -45.0%[inhibitor] | 4.6 | 10.1% | 2.4% | -17.4 | -7.5%
CCc1ccc(NC(=O)c2[nH]c(C)c(C(C)=O)c2C)cc1 | 7.9% | -12.7% | -28.9% | -10.5% | -5.4 | 11.3% | -26.9% | 3.6 | -0.9%
CCOC(=O)C1CCCCN1Cc1cccc(C(F)(F)F)c1 (stereo unspecified) | -16.9% | -16.7% | 8.2% | -2.8%[57.5 µM] | 10.6 | -11.0% | 6.1% | 20.7 | 8.4%
Cc1nc2ccccc2n1S(=O)(=O)N(C)C | 10.7% | 8.4% | 9.6% | i | 4.5 | -14.6% | -7.3% | 14.1 | -3.1%
Nc1nonc1C(=O)NC(c1ccccc1)c1ccccc1 | -4.4% | 13.7% | -8.2% | i | 0.9 | 9.7% | ? | 10.5 | -5.8%
